Source: PubChem
Yfh1-depleted yeast – mitochondrial function rescue without frataxin homolog – Friedreich's ataxia, plus single-dose screen, dose response (AID 1465). 220,000 tested, 0.074% active. S. cerevisiae Yfh1-off respiration, WST-1 reduction, 72 h; higher fold induction means a stronger effect. fold induction at 50 µM, or EC50 in µM where a hit was titrated;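 active means fold induction of absorbance versus untreated yeast above a set limit, then at least 30% activation at any dose in follow-up; inconclusive means repeats straddling the limit, or above it without dose testing; inactive means fold induction below the set limit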;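 further: activators that raise dye reduction in frataxin-depleted yeast; strong numbers were not always called active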
WT yeast gro inh – growth inhibition of WT yeast, mitochondrial fusion screen | 190,000 tested, 2.1% active | mitochondrial fusion phenotypic screen, WT strain | AID 1362 | inhibition, % at 10 µM; in the data active means inhibition above about 58%; tested in S. cerevisiae
ER stress rescue – protection against thapsigargin-triggered cell killing – 384-well, CSM14.1, ATP luminescence, primary screen (AID 1222); 190,000 tested, under 10 active; CSM14.1 thapsigargin-induced death rescue, ATP luminescence; higher % means a stronger effect; one-dose cellular ATP content (survival), % at 20 µM; EC50 in µM for titrated hits;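 active means EC50 below 50 µM in the dose-response confirmation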;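 further: death triggered by thapsigargin at about 15 µM added after 2 h compound pretreatment; cell ATP read after overnight thapsigargin exposure of roughly 18 to 22 hours; normalized against plate controls of thapsigargin alone and 5% DMSO vehicle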
SV40 large T antigen – TAg ATPase/helicase activity blockers – biochemical (AID 1903). inhibition, % at 20 µM, or IC50 in µM where a hit was titrated. 310,000 tested, 0.39% active. SV40 large T antigen ATPase/helicase inhibition assay; higher % means a stronger effect; in the data active means a potency from the dose series; inconclusive means inhibition mostly from about 32% at the one dose, without a potency; inactive means the rest, 99 in 100 with inhibition below about 32%; further: strong numbers were not always called active
RSV antiviral HEp-2 – inhibition of RSV-induced cytopathic effect – HEp-2 cells, primary 10 µM value included (AID 2391); HEp-2 cells, RSV-induced CPE inhibition; higher % means a stronger effect; CPE inhibition, % at 10 µM; hits with a dose series show IC50 in µM; 310,000 tested, 0.13% active; in the data active means a potency from the dose series; inconclusive means CPE inhibition mostly from about 23% at the one dose, without a potency; inactive means the rest, 99 in 100 with CPE inhibition below about 21%; further: strong numbers were not always called active
XIAP antagonists – small molecules displacing peptide from XIAP – biochemical, IAP family, fluorescence polarization (AID 1018); XIAP BIR domain, fluorescence polarization peptide displacement; higher % means a stronger effect; displacement, % at 20 µM; hits with a dose series show IC50 in µM; 200,000 tested, 0.007% active; in the data active means displacement above about 50%; further: a part of the inactive calls stands beside numbers as strong as those of hits
K1F lysis inhibition – inhibition of K1F phage lysis, E. coli UTI89, bacterial capsule biogenesis inhibitors, alamar blue (AID 488966); 340,000 tested, 0.02% active; E. coli UTI89 K1F phage lysis, alamar blue, 2 h; higher % means a stronger effect; one-dose inhibition, % at 100 µM; IC50 in µM for titrated hits;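 active means phage lysis inhibition, versus mean bacterial control, above a set limit; inconclusive means no clear call, values can overlap the other calls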;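 further: capsule biogenesis inhibitors block K1F phage lysis so surviving cells raise fluorescence; higher fluorescence means more inhibition of phage lysis; actives were called in the ten point dose series up to 300 µM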
West Nile virus CPE – inhibition of WNV-induced cytopathic effect – cell-based, CPE readout (AID 1621); West Nile virus-infected cells, CPE inhibition; higher % means a stronger effect; one-dose CPE inhibition, % at 10 µM; IC50 in µM for titrated hits; 290,000 tested, 0.02% active; in the data active means a potency from the dose series; inconclusive means CPE inhibition mostly from about 3.7% at the one dose, without a potency; inactive means the rest, 99 in 100 with CPE inhibition below about 2.2%; further: strong numbers were not always called active
Dengue-2 NS5 capping – flavivirus cap methylation enzyme inhibition – biochemical, confirmation dose response, primary screen (AID 588689) | one-dose inhibition, % at 25 µM; IC50 in µM for titrated hits | Dengue-2 NS5 methyltransferase capping enzyme assay, biochemical; higher % means a stronger effect | 340,000 tested, 0.3% active; in the data active means a potency from the dose series; inconclusive means inhibition above about 29% without an active follow-up result
WT yeast gro inh mutant strain – also measured in WT yeast gro inh; calls as there; inhibition, %; mitochondrial fusion phenotypic screen, mutant strain inhibition
Dengue-2 NS5 capping pilot replicate – second read-out of Dengue-2 NS5 capping, no call of its own (marks repeat the call); inhibition, %; measured here: pilot screen replicate inhibition
Starred values were filed as active, the others as inactive; i = inactive; ? = inconclusive; · = no result given; [ ] = another dose, or the depositor's remark.

SMILES | Yfh1-depleted yeast | WT yeast gro inh | WT yeast gro inh mutant strain | ER stress rescue | SV40 large T antigen | RSV antiviral HEp-2 | XIAP antagonists | K1F lysis inhibition | West Nile virus CPE | Dengue-2 NS5 capping | others
COC(=O)c1ccc(NC2(C#N)C(=O)Nc3ccccc32)cc1 (stereo unspecified) | i | -5 | 2 | · | -7% | -0.3% | -2.5% | 0.9% | 1.4% | 2%
CCOCCCNC(=O)CN1C(=O)CSc2cc(S(=O)(=O)N3CCCCCC3)ccc21 | · | 1 | 7 | -1.8% | 1% | -0.3% | -4.5% | 4.0% | · | 3%
CCOC(=O)c1nnc(-c2cccs2)nc1Oc1ccccc1C(=O)OC | i | 0 | -17 | 3.3% | 1% | 0.9% | 3.1% | -3.7% | 0.1% | 1%
CC(C)C(=O)NCCc1nc(-c2ccccc2Cl)no1 | i | · | · | · | 9% | 0.1% | · | -0.3% | -0.8% | -2%
O=C(CN1CCN(S(=O)(=O)c2ccc(F)cc2)CC1)NC1CC1 | · | · | · | · | 23% | 0.3% | · | 1.9%[50 µM] | 0.0% | -8%
CC(=O)Nc1ccccc1C(=O)C(=O)O | i | -5 | -10 | 1.0% | 7% | 0.8% | 0.5% | 1.7% | 0.9% | 2%
O=C(O)C12CC3CC(C1)CC(n1ncc(NCc4ccco4)c(Cl)c1=O)(C3)C2 | i | · | · | · | 16% | 0.3% | · | 0.8%[50 µM] | 0.4% | 10%
CCOc1ccc(S(=O)(=O)N2CCCCC2)cc1NC(=O)CC1OC(=O)c2ccccc21 (stereo unspecified) | · | · | · | · | 5% | 0.9% | · | 0.1%[50 µM] | · | -1%
O=C(Nc1cnc2sccn2c1=O)c1ccccc1Cl | i | 10 | 16 | 0.0% | 10% | 1.2% | -0.7% | 2.3% | 0.4% | 0%
CN1CCN(CC(=O)NC23CC4CC(CC(C4)C2)C3)CC1 | i | · | · | · | 1% | -2.9% | · | -0.1% | 0.5% | -2%
Cc1cc(C)c(NC(=O)CSc2ccc(-c3cccnc3)nn2)c(C)c1 | i | -7 | 1 | -1.2% | 12% | 2.1% | -8.7% | 0.1% | -0.6% | -7%
Nc1cc(-c2ccc(Cl)cc2)nn1S(=O)(=O)c1cccc2nsnc12 | i | 7 | 11 | -0.2% | 9% | 4.5% | -2.2% | 4.8% | -0.1% | 2%
O=C(Nc1ccc(S(=O)(=O)Nc2ncccn2)cc1)c1ccc(N2CCCC2=O)cc1 | i | · | · | · | 8% | 11% | · | -0.1% | 0.1% | ?
Cn1c(N2CCCCC2)nc2c1c(=O)[nH]c(=O)n2C | i | -8 | -22 | -1.2% | 5% | 1.9% | 3.5% | 1.4% | 2.1% | -2% | Dengue-2 NS5 capping pilot replicate=-0.6
CN(C)CCCC(=O)c1ccc2c(c1)OCO2 | i | -6 | -13 | 4.7% | 21% | 0.9% | -1.0% | 1.1% | 0.0% | -4%
Cc1ccc(NC(=O)CCC(=O)c2cccs2)cc1F | · | · | · | · | 4% | 1.1% | · | 0.3% | 0.1% | 1%
COc1ccc(-c2nn(CCC#N)cc2/C=N/O)cc1 | i | -10 | -1 | 2.7% | 14% | 0.4% | -6.9% | 0.6% | 0.3% | 4%
COc1ccc(CN(C(=O)CCC(=O)N2CCCCC2)c2nccs2)cc1OC | i | 7 | -14 | 0.4% | 10% | 0.8% | 29% | 2.1% | -1.1% | -5%
CCNC(=O)C(=O)NCC(c1ccc2c(c1)OCO2)N1CCOCC1 (stereo unspecified) | · | · | · | · | -2% | 0.5% | · | 0.0% | 0.2% | 0%
O=C(CSc1nnc(CCCO)n1-c1ccccc1)NCCc1ccccc1 | i | -3 | 2 | -1.5% | 14% | 1.4% | -1.3% | 1.6%[50 µM] | -0.6% | 0%
Cc1cccc(Nc2nnc(SCC(=O)NCc3cccs3)s2)c1C | i | 4 | -2 | -1.5% | -8% | 2.6% | -6.2% | -2.3% | -0.9% | -2%
CC1(c2nnc(Cc3ccccc3)o2)CC(c2ccc(C#N)cc2)=NO1 (stereo unspecified) | i | · | · | · | 19% | 2.5% | · | -1.2% | -0.9% | -7%
Cc1cccc(NS(=O)(=O)c2cc(Cl)ccc2Cl)n1 | · | · | · | · | 15% | -0.9% | · | 0.1% | 0.2% | -1% | Dengue-2 NS5 capping pilot replicate=1.8
Cc1cc(C)nc(/N=C(\NC(=O)C(C)(C)C)Nc2ccccc2)n1 | i | · | · | · | 10% | 2.5% | · | -0.4% | -0.1% | -9%
N#CC1=C(N)N2C(=C(C#N)C13CCN(Cc1ccccc1)CC3)Nc1ccccc12 | i | 1 | -16 | -3.1% | -1% | -0.7% | -7.0% | 1.2% | 0.0% | -10%
Cc1c(NC(=S)N/N=C/c2ccc(N(C)C)cc2)c(=O)n(-c2ccccc2)n1C | i | -15 | 0 | -0.5% | 18% | 1.4% | -13% | -0.7% | -0.1% | ?
Cn1c(C(=O)Nc2ccccc2)cc2sccc21 | i | -2 | 0 | -0.6% | 14% | 8.1% | 0.6% | -0.1% | -0.2% | -14%
Cn1ccnc1SCC(=O)c1cccc(C(F)(F)F)c1 | · | · | · | · | 2% | 2.4% | · | 0.2% | 0.1% | -12%
C=CCOc1c2ccc(C(=O)NCc3ccc(OC)cc3)cc2nn1C | i | -30 | -16 | -1.2% | -3% | 0.5% | -6.0% | -0.1% | -0.1% | 1%
CN(CC(=O)N1CCc2ccccc2C1)c1ccccc1 | · | · | · | · | 10% | 11% | · | 0.2% | -0.1% | -3%
Cc1ccc(Cn2c(=O)n(C)c(=O)c3sccc32)cc1 | · | · | · | · | -2% | 9.9% | · | 0.1% | -1.1% | -4% | Dengue-2 NS5 capping pilot replicate=2.4
COc1ccc(OCCn2cc(C=O)c3ccccc32)cc1 | · | · | · | · | 4% | -0.5% | · | 0.2% | -0.4% | -2%
O=C(CSc1ccccc1C(=O)O)Nc1cccc(C(=O)O)c1 | i | 2 | -4 | -1.1% | 7% | 0.7% | -5.7% | 0.4% | -0.1% | -4% | Dengue-2 NS5 capping pilot replicate=5.3
Nc1cc(C(=O)O)ccc1N1CCCCCC1 | i | -10 | -2 | -2.3% | 6% | 0.5% | -3.1% | 0.1% | -0.2% | 2%
CCN(CC(=O)Nc1c(F)cccc1F)C(=O)c1cccnc1SC | · | · | · | · | 7% | 0.9% | · | 0.0% | -0.6% | -1%
COC(=O)Cn1cc(/C=C/c2cc[n+](C)cc2)c2ccccc21 | · | · | · | · | 32% | 1.2% | · | 0.4% | 0.7% | 0%
COCC(=O)Nc1ccc(S(=O)(=O)NCC2CCCO2)cc1 (stereo unspecified) | · | · | · | · | 10% | 2.2% | · | 0.5% | -1.0% | -3%
O=C(Nc1cccc(C(=O)N2CCCCC2)c1)c1ccc(Cl)cc1 | · | · | · | · | 23% | 7.8% | · | -0.8%[50 µM] | -0.7% | -1%
CCOc1ccc2nc(SCC(=O)NCc3ccccc3OC)[nH]c2c1 | · | · | · | · | 7% | 2.4% | · | -0.3% | -0.5% | -1%
NNC(=O)C(=O)/C=C1\NC2(CCCC2)Cc2ccccc21 | i | · | · | · | 3% | 1.9% | · | · | 0.0% | ·
CCC1Sc2ccccc2N(CC(=O)NCc2ccc3c(c2)OCO3)C1=O (stereo unspecified) | i | 11 | 8 | -1.5% | 1% | 0.8% | 1.7% | 3.5% | -0.5% | 1%
COc1ccccc1NC(=S)Nc1ccccn1 | i | 1 | 7 | 0.5% | 7% | 3.3% | -14% | ? | -0.2% | -3%
CCc1nnc(NC(=O)CSc2ncnc3scc(-c4ccc(C)cc4)c23)s1 | i | -11 | -25 | 1.6% | -1% | -0.6% | -4.5% | -0.1% | 0.2% | 4%
CCCC/C(C)=N/NC(=O)CN(c1ccc(Br)cc1)S(=O)(=O)c1ccccc1 | i | -6 | 7 | 9.7% | 17% | 1.5% | -3.1% | 0.0%[50 µM] | -0.3% | -5%
Cc1cccc(NC(=O)c2cc(NC(=O)c3ccccc3)ccc2N2CCCCC2)c1 | i | -4 | -12 | -1.0% | -7% | 3.0% | -7.3% | 0.0% | -0.5% | -1%
O=c1[nH]cnc2ccsc12 | i | -14 | 7 | 1.2% | 24% | 0.3% | -4.4% | -0.3% | 0.7% | -1%
CCN(CC)CC(=O)Nc1ccc(C)cc1C(=O)c1ccccc1 | i | · | · | · | 10% | · | · | 7.5% | 0.1% | -2%
CN(C)C(CNC(=O)c1ccc(S(=O)(=O)Nc2cccc(C(F)(F)F)c2)cc1)c1ccco1 (stereo unspecified) | · | · | · | · | 25% | -1.5% | · | -0.3%[50 µM] | · | -5%
CCOc1ccc(-c2nn(-c3ccccc3)cc2/C=C(\C#N)S(=O)(=O)c2ccccc2)cc1C | i | -11 | 3 | 0.3% | 0% | 15% | -7.5% | 0.9% | 0.2% | 6%
Cc1c(Br)c([N+](=O)[O-])nn1CC(=O)NCCc1c[nH]c2ccccc12 | i | 2 | -8 | 0.5% | 0% | -1.9% | -7.8% | -0.1% | -0.3% | -6%
Cc1cccc(N2CCN(S(=O)(=O)c3ccc(-c4cc(C)no4)s3)CC2C)c1 (stereo unspecified) | · | · | · | · | 6% | 1.3% | · | 0.8% | -0.4% | -4%
O=C(O)c1ccccc1C(=O)Nc1nccs1 | i | 0 | -16 | 2.0% | 3% | 0.3% | -2.3% | 0.2% | 0.8% | 1%
Cc1cc(/C=C2/NC(=O)NC2=O)c(C)n1-c1ccc(C#N)cc1 | i | -8 | 5 | -0.2% | 21% | 3.2% | -4.8% | -0.2% | 0.9% | 0%
COCCNC(=S)NNc1cccc(C(=O)O)c1 | i | 7 | 10 | -0.8% | 14% | 2.0% | -5.9% | 0.0% | 0.8% | 2%
O=[N+]([O-])c1cccc(-c2nnn(C34CC5CC(CC(C5)C3)C4)n2)c1 | i | -4 | -2 | -1.4% | 5% | 0.9% | -6.5% | 13% | -0.2% | -2%
CC(C)C(NS(=O)(=O)c1cccc2nsnc12)C(=O)NC1CCCCC1C (stereo unspecified) | · | · | · | · | 23% | 3.5% | · | -0.1% | -0.3% | -4%
COc1ccc(S(=O)(=O)N2CCOC23CCN(C(=O)c2ccc(Cl)cc2Cl)CC3)cc1 | · | · | · | · | 9% | ? | · | 0.0% | 0.5% | -5%
